Peg3 prom inh = reduces Peg3 promoter-driven luciferase expression in HeLa; AID 588405; HeLa PEG-Prom luciferase reporter, luminescence, overnight; hit rate 1.7% among 360,000; inhibition, % at 20 µM;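 active = inhibition of at least 50% at 20 µM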
Shn3 3UTR inh = reduces Shn3 3'UTR luciferase signal in osteoblasts; Clone20 osteoblast Shn3 3'UTR firefly luciferase, 24 h; inhibition, % at 12.5 µM; hit rate 0.52% among 360,000; AID 588674;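 active = mean inhibition of at least 75% with every replicate also reaching 75%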;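 also: 0% = median of neutral control wells and 100% = pilot-screen positive control compound; some compounds past the cut are filed as inactive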
hiPSC survival = increases survival of single human iPS cells. survival enhancement, % at 20 µM. hiPSC single-cell survival, ATPlite luminescence; 100% = ROCK inhibitor wells, 0% = DMSO. hit rate 0.044% among 360,000; in the data active = survival enhancement above about 18%;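 also: cells exposed to compounds for 16 hours before the ATP read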
NR2E3 ag-1 = activates human NR2E3 receptor | AID 602229 | CHO-S Gal4-NCOR/VP16-NR2E3 two-hybrid, luciferase | inhibition of corepressor binding, % at 3.98 µM | Q9Y5X4 | hit rate 0.35% among 360,000;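 active = inhibition above the mean of all tested compounds plus 3 SD, cut at about 70% in these data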;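 also: 0% = DMSO with NR2E3 transfected cells and 100% = cells lacking NR2E3 construct; higher means lower luciferase signal from less NR2E3 corepressor binding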
Target sequence (Q9Y5X4 whole entry, looked up, the tested form may be a part): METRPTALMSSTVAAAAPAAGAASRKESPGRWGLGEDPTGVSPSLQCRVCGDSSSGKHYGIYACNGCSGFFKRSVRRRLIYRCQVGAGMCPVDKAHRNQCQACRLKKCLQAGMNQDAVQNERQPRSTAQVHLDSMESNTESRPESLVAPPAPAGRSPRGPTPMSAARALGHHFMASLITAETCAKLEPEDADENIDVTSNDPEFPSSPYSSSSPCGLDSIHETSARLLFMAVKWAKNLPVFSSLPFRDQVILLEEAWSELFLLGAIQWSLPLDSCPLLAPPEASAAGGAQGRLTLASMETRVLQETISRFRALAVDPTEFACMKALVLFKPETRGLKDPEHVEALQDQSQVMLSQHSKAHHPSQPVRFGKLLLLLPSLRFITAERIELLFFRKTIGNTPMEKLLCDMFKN
CF NFkB inh = inhibitors of cystic fibrosis induced NF-kB | KKLEB NF-kB-GFP reporter, PAF-induced, GFP fluorescence overnight | inhibition, % at 5 µM | hit rate 0.86% among 360,000 | AID 588850;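 active = at least 50% inhibition at 5 µM, scaled per plate between neutral and stimulator controls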;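 also: PAF is a Pseudomonas aeruginosa culture filtrate used as stimulus; plate controls were PAF-stimulated DMSO wells for no effect and unstimulated DMSO wells for full effect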
KKLEB cytotox = CF airway cell cytotoxicity counter-screen | hit rate 0.36% among 360,000 | KKLEB CF airway cells viability, ATPlite luminescence, overnight; stronger effect = lower value; cells stimulated with P. aeruginosa culture filtrate | activity change (cytotoxicity), % at 5 µM;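 active = corrected activity change at or below -50% at 5 µM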
TRAIL sens C8 = caspase-8 TRAIL sensitization | inhibition (viability loss, TRAIL sensitization), % at 10 µM | NB7+C8 cells + TRAIL, ATPlite viability luminescence | hit rate 1% among 360,000 | AID 624354;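 active = compounds causing at least 50% loss of cell viability in the single-dose screen, relative to plate controls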
HIF-2a block = HIF-2a inhibition; 786-0 RCC cells HIF-2a reporter, luciferase luminescence, overnight; inhibition, % at 18.8 µM; hit rate 0.72% among 360,000; AID 624352;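 active = inhibition of the luminescence signal of 40% or more relative to plate controls, in a single-dose primary screen at 18.75 µM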
MITF TRPM1 inh = reduces MITF-dependent TRPM1 promoter luciferase signal; inhibition, % at 12.5 µM; SK-MEL-5 TRPM1 promoter luciferase, 24 h; hit rate 0.83% among 330,000; AID 488899;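 active = mean inhibition across replicates of 60% or more, whatever share of single replicates reaches that level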; also: values of inactives mirror those of a sister screen read the other way
NR2E3 ag-2 = NR2E3 (human) agonism; inhibition of corepressor binding, % at 4.78 µM; Q9Y5X4; hit rate 0.12% among 320,000; GST-NR2E3/biotin-RetCOR TR-FRET, 1536-well; AID 2300;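 active = percent inhibition above the cutoff of mean plus 3 SD of all tested compounds, set per screening campaign, cut at about 20% in these data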;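 also: 0% = DMSO wells and 100% = biotin wells as full block of FRET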
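System: GST-tagged NR2E3 plus biotinylated RetCOR corepressor; Amount: 1.35 nM GST-tagged NR2E3 final; Dosing: single nominal compound dose of 4.8 µM; Schedule: 5 h incubation at 4 °C; Technique: TR-FRET with europium anti-GST and streptavidin-D2, 340 nm excitation; Controls: biotin wells as high control, 0.6% DMSO wells as low control.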
EBV LMP1 NFkB = reduces LMP1-driven NF-kappaB luciferase signal; LMP1-induced NF-kappaB luciferase reporter cells, luminescence; inhibition, % at 12.5 µM; hit rate 0.69% among 350,000; in the data active = inhibition above about 41%;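 also: 0% = neutral control wells and 100% = reference inhibitor control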
Starred values were filed as active, the others as inactive; nt = no result given.

SMILES	Peg3 prom inh	Shn3 3UTR inh	hiPSC survival	NR2E3 ag-1	CF NFkB inh	KKLEB cytotox	TRAIL sens C8	HIF-2a block	MITF TRPM1 inh	NR2E3 ag-2	EBV LMP1 NFkB
CS(=O)(=O)N(CCc1ccccc1)CC(=O)Nc1ccccc1	23	2	-0.6	23	18	-6	16	23	-2	-1	0
CC(CO)(CO)NCc1ccc(-c2ccccc2)cc1	-15	-9	-1.4	-28	2	-18	-2	-13	-3	-6	-1
COc1cc2cc(CCOC(=O)c3ccc(C(F)(F)F)cc3)oc(=O)c2cc1OC	-6	-15	6.6	-2	20	-26	-13	10	-3	2	6
COc1ccc(C(CNC(=O)c2cc3c(s2)CCC(C)C3)N2CCCC2)cc1 (centres undefined)	-39	-1	-0.5	-16	0	6	3	-66	16	-3	-14
COC(=O)[C@H](C(C)C)N(Cc1ccccc1)S(=O)(=O)CCN1CCCC1	-16	-6	-2.1	-6	-17	16	-6	-1	-1	nt	3
O=C(CSc1ccc(Br)cc1)NC1CCCCCC1	-169	7	-0.1	-43	-5	8	-5	-177	-20	nt	-6
Cc1ncc([N+](=O)[O-])n1Cc1ccccc1	13	3	-1.4	-4	-1	5	-7	4	15	1	3
CCOC(=O)C(Sc1nnc2c3ccccc3n(CC)c2n1)C(=O)OCC	6	12	1.5	2	12	-10	9	13	-13	-3	12
COc1cccc(CNC(=O)CNC(=O)c2cccs2)c1	1	-4	-0.2	-35	-2	11	1	3	-5	-4	1
COC(=O)Cc1cc(=O)n2[nH]c(C)nc2n1	-5	-8	-2.0	-5	1	7	-12	10	8	1	3
CCCc1nnc(NC(=O)CCC(=O)O)s1	7	4	-1.5	-7	30	-4	-2	8	nt	-2	-14
COc1ccc(C(C)(O)c2nc(-c3cccc(O)c3)cs2)cc1 (centres undefined)	26	2	2.6	-13	-15	3	-6	8	nt	nt	nt
COc1ccccc1-c1cc(C(=O)NCc2ccco2)no1	-83	-6	0.9	-53	-16	13	12	-231	-20	-1	-10
C=CCn1c(C)nnc1SCC(=O)c1c(N)n(C2CC2)c(=O)[nH]c1=O	11	21	-0.3	-37	12	-13	-3	2	4	nt	-3
CCc1ccc(-c2nc(CS(=O)CC(=O)NC3CCCCCC3)c(C)o2)cc1 (centres undefined)	-17	-16	-0.4	1	-21	10	-18	5	-14	3	-3
CCc1ccccc1NC(=O)CNC(=O)c1n[nH]c(=O)c2ccccc12	-5	1	-0.3	11	2	6	4	9	-2	1	1
CCOC(=O)N1CCN(Cc2nc(N)nc(Nc3ccc(OC)cc3)n2)CC1	0	-18	-1.6	-15	-1	-6	-2	6	-3	-1	-6
COc1ccc(CNc2nn[nH]n2)cc1OC	4	1	-0.9	3	1	0	2	15	8	0	1
O=C(CN(Cc1ccccc1)S(=O)(=O)c1ccc(Cl)cc1)NCC1CCCO1 (centres undefined)	16	-6	0.3	-25	-6	11	-10	17	-6	4	8
COc1ccccc1NC(=O)c1c(Nc2ccccc2F)sc(C(=O)Nc2cccc(Cl)c2)c1N	29	22	-1.8	-35	10	7	14	-4	53	0	9
Clc1cccc(CN2CCN(Cc3nc(CCc4ccccc4)no3)CC2)c1	19	5	-0.7	2	7	-1	-22	20	8	-3	11
CN(C(=O)c1cc(S(=O)(=O)N2CCc3ccccc32)cn1C)C1CCCCC1	7	1	0.2	0	5	9	6	-9	-2	4	5
Cc1ccc(-c2n[nH]c(=S)n2Cc2ccccc2)cc1	5	-7	3.5	4	-4	-19	-7	10	8	-1	5
C[C@@H]1CN([C@H](C)CO)C(=O)Cc2cc(NC(=O)Nc3ccccc3)ccc2O[C@@H]1CN(C)Cc1ccc2c(c1)OCO2	21	4	0.0	-26	9	-6	2	8	10	nt	-7
COc1ccc(/C=C/C(=O)NC(=S)N2CCN(c3ccccn3)CC2)cc1OC	4	1	-0.1	-5	-5	6	-13	0	8	2	4
Cc1c(N=C2C=CC(=O)c3ccccc32)c(=O)n(-c2ccccc2)n1C	47	-12	-4.2	-38	15	3	-6	-58	71*	nt	-12
COC(=O)CN(c1ccc(OC)cc1)S(=O)(=O)c1ccc(OC)c(OC)c1	10	11	-1.0	-12	12	-16	-4	2	-11	0	3
C=CCNC(=S)NNC(=O)c1cc(Cl)ccc1OC	6	19	-0.3	2	-15	-1	-1	7	nt	1	nt
CNC(=S)N1CCN(c2ccccn2)CC1	0	-25	0.0	-21	-2	-7	-3	-11	-9	5	4
O=C1NCCN1CCNS(=O)(=O)c1ccc(F)cc1	10	9	-0.7	-7	-8	11	0	21	-16	0	-6
Cc1oc(-c2ccccc2)nc1C(=O)Nc1nccs1	-86	-71	-0.8	-99	-6	0	31	-99	-18	-4	-27
N#CC1=C(N)OC2=C(C(=O)CCC2)C1Cc1ccccc1 (centres undefined)	-3	-29	-3.3	9	-3	-18	2	3	8	3	0
COc1ccc(C(=O)NC23CC4CC(CC(C4)C2)C3)cc1OC	12	2	-0.4	-6	10	-10	-7	0	3	-1	-6
CC(C)(C)NC(=O)C(c1ccncc1)N(C(=O)c1csnn1)c1cccc2ccccc12 (centres undefined)	10	9	0.5	-27	-12	4	-7	14	2	0	-2
COc1ccc(N(C(=O)c2snc(C(N)=O)c2N)C(CC(C)C)C(=O)NCC2CCCO2)cc1 (centres undefined)	21	-4	-0.6	-31	9	-12	6	16	-15	5	-1
CCOC(=O)C1(Cc2cccc(OC)c2)CCN(Cc2cnc(C)s2)CC1	3	27	0.5	9	23	5	0	13	2	3	3
COc1ccc(NC(=O)c2cccc3c(-c4cnn(C)c4)coc23)cc1	-67	-52	-0.8	-100	-13	7	6	-54	nt	nt	nt
COc1ccc(Cl)cc1N(CC(=O)NCCSc1ccccn1)S(=O)(=O)c1ccccc1	19	16	0.2	-11	16	-6	-1	18	-5	0	1
CN(C)C(=O)Oc1ccc[n+](C)c1	-9	4	0.0	-12	-12	-4	-6	0	14	4	5
O=C1C2C3C=CC(C3=C(c3ccccc3)c3ccccc3)C2C(=O)N1Cc1ccccc1 (centres undefined)	38	-1	-2.1	19	4	-6	12	21	-19	1	-11

Record cards, from the list above. Values in the order: Peg3 prom inh	Shn3 3UTR inh	hiPSC survival	NR2E3 ag-1	CF NFkB inh	KKLEB cytotox	TRAIL sens C8	HIF-2a block	MITF TRPM1 inh	NR2E3 ag-2	EBV LMP1 NFkB
Cc1oc(-c2ccccc2)nc1C(=O)Nc1nccs1 as listed: -86	-71	-0.8	-99	-6	0	31	-99	-18	-4	-27
Cc1c(N=C2C=CC(=O)c3ccccc32)c(=O)n(-c2ccccc2)n1C as listed: 47	-12	-4.2	-38	15	3	-6	-58	71*	nt	-12
COc1ccc(NC(=O)c2cccc3c(-c4cnn(C)c4)coc23)cc1 as listed: -67	-52	-0.8	-100	-13	7	6	-54	nt	nt	nt

(further entries)
SMILES	Peg3 prom inh	Shn3 3UTR inh	hiPSC survival	NR2E3 ag-1	CF NFkB inh	KKLEB cytotox	TRAIL sens C8	HIF-2a block	MITF TRPM1 inh	NR2E3 ag-2	EBV LMP1 NFkB
Cc1cc(C)n(C2CC(=O)N(c3cc(Cl)cc(Cl)c3)C2=O)n1 (centres undefined)	14	-62	-0.3	-8	1	8	-13	20	-2	1	10
COC(=O)C1=C(C)NC(=S)NC1c1ccco1 (centres undefined)	-3	-6	4.0	-25	-20	-3	-6	7	-6	-1	0
COc1c(C)cc(S(=O)(=O)NC2CC(C)(C)NC(C)(C)C2)c(C)c1C	-3	11	-0.5	-18	8	-6	0	14	3	-2	-1
CCn1c(=O)n(CC(=O)N(C)Cc2ccccc2)c(=O)c2ccccc21	8	11	-1.3	-1	10	-5	-8	-2	4	-2	-5
Fc1ccccc1/C=C/c1ccc2ccccc2n1	12	11	-4.4	-153	-11	-32	77*	15	29	-5	-2
O=C(C[C@H]1C/C=C/CC[C@@H](Cc2ccc(F)cc2)C(=O)OC[C@H](c2ccccc2)NC1=O)NCCO	2	-16	3.6	17	-8	2	19	1	-8	nt	-8
COc1ccc(/C=N/NC(=O)c2ccc(Cn3cc([N+](=O)[O-])cn3)o2)cc1O	-11	8	0.7	-21	2	-9	5	-41	-5	4	-3
Cc1cccc(C(=O)NCc2nnc(SC(C)C(=O)Nc3nnc(C)s3)n2C)c1 (centres undefined)	8	11	1.1	18	18	-8	-10	17	-5	-4	-1
COCCOc1cc(N)c(Cl)cc1Cl	-7	6	0.2	-7	-13	9	-3	-10	4	2	-6
O=C(Nc1ccc(Cl)c(S(=O)(=O)N2CCOCC2)c1)[C@@H]1CCCN1C(=O)c1cccs1	6	7	0.0	2	7	-4	-11	9	-8	6	-1
O=C(NC1CCCC1)C(c1ccncc1)N(C(=O)c1csnn1)C1CCCC1 (centres undefined)	4	-4	0.8	-5	0	4	-7	5	4	1	-5
O=C(NCc1ccc2c(c1)OCO2)C1CCN(S(=O)(=O)c2cccs2)CC1	1	8	-3.0	-28	13	-1	-19	2	0	-1	1
CNc1nc2cc([N+](=O)[O-])c([N+](=O)[O-])cc2nc1NC	4	81	0.6	48	12	-2	32	-20	36	5	30
COc1ccc(C(=O)N2CCN(c3cccc(Cl)c3)CC2)cc1S(=O)(=O)NC1CC1	-77	-53	0.1	-67	2	-14	20	-198	-45	-1	-21
COc1cc(NC(=O)c2ccc3c(c2)S(=O)(=O)N=C2CCCCCN23)cc(OC)c1	17	-6	0.2	-25	-25	-14	5	12	6	-2	3
CCN1c2ccccc2-c2nc3ccccc3n2C1c1ccco1 (centres undefined)	23	3	-1.1	2	-4	3	7	13	13	-5	2
CC(=O)Nc1ccc(C(=O)N2CCCCC2c2cc(C(=O)Nc3cccc4c3CCCC4)no2)cc1 (centres undefined)	10	2	3.3	-27	7	4	11	14	nt	nt	nt
COc1cc(C(=O)OCCCN=C2NS(=O)(=O)c3ccccc32)cc(OC)c1OC	2	-24	0.4	-21	2	9	-6	17	-3	-3	-5
Cc1cccc(NC(=O)COC(=O)CN2CCCCCC2=O)c1C	10	-3	-0.9	-19	16	-11	-19	12	0	nt	-6
C=C(Br)Cn1c(CCC)nc2ccccc21	11	10	1.9	-3	5	-1	6	20	19	4	3
O=C(CCN1C(=O)c2ccccc2C1=O)C1=NN[C@@H]2C(=O)N(c3ccc4c(c3)OCCO4)C(=O)[C@H]12	9	2	-0.5	-27	11	5	2	12	nt	0	nt
COc1cccc(-c2csc3nc[nH]c(=O)c23)c1	-12	24	2.4	7	16	-6	-1	8	4	-3	2
CN(c1ccc(C(=O)N2CCN(c3ccc(F)cc3)CC2)cc1)S(C)(=O)=O	-6	-18	-0.7	6	4	-9	-4	-26	-6	2	1
COc1ccc(Cl)cc1NC(=O)c1ccccc1C	-14	-20	6.9	4	-14	-5	-8	-17	6	1	4
COCc1ccc(-c2c(-c3ccc(OC)cc3)oc(=O)c3cc(OC)c(OC)cc23)cc1	-292	-97	3.2	-87	-2	3	19	-289	-105	nt	-17
Cc1cc(C)c(NC(=S)NCCCSC2CCCCC2)c(C)c1	42	34	-0.6	17	-9	1	-18	25	6	0	-5

Some of the compounds tested; rates above refer to the full screens.
